# Screening results from PubChem BioAssay.
# RMI-FANCM inh = RMI-FANCM interaction inhibition | Fluorescence polarization, RMI core complex with F-MM2 peptide; active compounds read low | FP signal (polarization) at 33 µM | hit rate 0.58% among 70,000 | AID 1159607; in the data active means FP signal below about 40; further: inactives centre near 61; strong numbers were not always called active; unit not given here
# Active calls of the source: *; & = joins results of further samples. Only part of the results is shown; rates above refer to the full screens.
SMILES	RMI-FANCM inh
COc1ccc(N2CC(O)=C(c3nc4ccccc4[nH]3)C2=N)cc1OC	56
COc1cccc(-c2cc(=O)c3ccccc3o2)c1N	52
C=C1CCC2C(CC2(C)C)C(=C)CC/C1=N\O (stereo unspecified)	64
Clc1ccccc1OCOCOc1ccccc1Cl	55
CCOC(=O)NC(=S)Nc1ccc(NC(C)=O)cc1	60
COc1cc(/C=C2\Oc3c(CN4CCCCC4)c(O)cc(C)c3C2=O)cc(OC)c1OC	39
CCCSc1ccc([N+](=O)[O-])c(NC(=O)c2nn(-c3ccccc3)nc2C)c1	54
CCOc1ccc(C2NCCn3cccc32)cc1 (stereo unspecified)	75
Cc1ccc(CC(Cl)CNC(=S)NNC(=O)c2ccc(OCc3ccccc3)cc2)cc1 (stereo unspecified)	66
O=c1oc(-c2cccs2)nc2c(Br)cc(Br)c(F)c12	54
CCc1ccnc(NS(=O)(=O)c2ccc(C)cc2)c1	49
O=C(COc1ccccc1F)Nc1ccc2c(c1)CN(C(=O)c1cccs1)CC2	73
Cc1ccc(C(CNC(=O)C(=O)Nc2cc(C)nc3ccccc23)N(C)C)cc1 (stereo unspecified)	58
COC(=O)c1cc(C#N)c(Sc2ncc([N+](=O)[O-])s2)nc1C(OC)OC	65
CCn1cccc(-c2nnc(SCc3cccc(F)c3)n2C)c1=O	64
O=S(=O)(Oc1ccccc1)c1cc(Br)c(Br)s1	58
CCc1nnc(-c2cccc(OCC(=O)NC)c2)o1	71
COc1cccc2cc(-c3nnc(NC(=O)C4COc5ccccc5O4)o3)oc12 (stereo unspecified)	56
CC1CCCC(C)N1CC(O)Cn1cc(/C=N\NC(=O)c2ccncc2)c2ccccc21 (stereo unspecified)	66
CCOC(=O)c1ccc(NNC(=S)Nc2ccccc2C)cc1	50
Cn1cnnc1SCc1cc(=O)c(OCC(=O)Nc2ccc(F)cc2F)co1	53
CSC(=N)c1ccc(Cl)cc1	55
CCC(=O)N1CCc2ccc(NC(=O)C3CCCCC3)cc2C1	68
CC(C)NC1CS(=O)(=O)CC1O (stereo unspecified)	60
CCOC(=O)C1=C(C)NC(C)=C(C(=O)OCC)C1c1cccs1	51
CCOC(=O)c1sc(NC(=O)Nc2ccc([N+](=O)[O-])cc2)c(SC#N)c1C	63
NS(=O)(=O)c1ccc(NS(=O)(=O)c2ccc(NC(=O)c3ccccc3C(=O)O)cc2)cc1	69
Cc1nc(-c2cccnc2)sc1-c1ccc(SCC(=O)Nc2ccc3c(c2)OCO3)nn1	81
COc1ccc(OC)c(NC(=O)Cc2cc(-c3ccc(Cl)cc3)on2)c1	77
O=C(Nc1cc(C(F)(F)F)ccc1Cl)c1cc(S(=O)(=O)N2CCC3(CC2)OCCO3)ccc1F	57
O=C(C1CCCN(S(=O)(=O)c2ccccc2)C1)N(CCn1cccn1)c1nc2ccccc2s1 (stereo unspecified)	66
CC(=O)c1ccc(NC(=O)CSc2ncc(-c3ccc(F)cc3)o2)cc1	107
CC(=O)C1(O)CCC2C3CC(C)C4=CC(=O)C=CC4(C)C3(F)C(O)CC21C (stereo unspecified)	59
Cn1c(CN2C(=O)CSc3ccc(C(F)(F)F)cc32)nnc1SCc1ccc(Cl)cc1	54
CCN(CC)CCN(C(=O)c1ccc(S(=O)(=O)N2CCOCC2)cc1)c1nc2cc3c(cc2s1)OCO3	79
Cc1ccccc1NC(=O)CSc1ccc(NC(=O)c2ccccc2F)nn1	68
O=C(NCc1ccc(F)cc1)C(=O)NCC1CCN(Cc2ccccc2)CC1	74
CCOc1cc(C2C(C#N)=C(N)Oc3cc(C)oc(=O)c32)ccc1OCc1ccccc1 (stereo unspecified)	52
O=S(=O)(Nc1cccc2nsnc12)c1ccc(Cl)s1	54
Cc1cc(C(=O)NNS(C)(=O)=O)nn1C(C)(C)C	64
COc1ccc(S(=O)(=O)N2CCN(c3ccc(-c4ccccc4)nn3)CC2)c(OC)c1	69
O=C(Nc1cccc(Cl)c1)N1CCN(c2ccc(-c3ccc4c(c3)OCO4)nn2)CC1	73
COC(=O)c1ccc(NC(=O)CSc2ccc(-c3ccccn3)nn2)cc1	65
CC(=O)c1ccc(NC(=O)CN2CCN(c3nc4cc(Cl)ccc4s3)CC2)cc1	50
COc1ccc(C)cc1-n1ccn(Cc2ccncc2)c(=O)c1=O	56
COc1cc2c(cc1OC)CN(C(=S)NC(=O)c1ccccc1)CC2	66
COc1ccccc1CCNS(=O)(=O)c1c(C)n(C)c(=O)n(C)c1=O	58
CCC(=O)Nc1sccc1C(N)=O	59
Cc1ccc(-c2csc3ncnc(SCC(=O)c4ccc5c(c4)OCCO5)c23)cc1	87
O=C(CCc1csc(NS(=O)(=O)c2ccccc2)n1)NCC1CCCCC1	65
COc1ccc(OC)c(-c2ccc(=O)n(CCNC(=O)Nc3ccc(F)c(Cl)c3)n2)c1	69
Cc1cc(SCC(=O)Nc2ccc(S(N)(=O)=O)cc2)nc2ccccc12	91
O=C(Cc1cccs1)NNC(=O)c1ccc(=O)n(Cc2ccc(Cl)cc2)c1	63
NC(=O)C1CCN(C(=O)CCCSc2ccc(NC(=O)c3ccc(F)cc3)nn2)CC1	64
Cc1cc(C(=O)Nc2ccc(-c3nc4ccccc4s3)cc2)nn1C	78
O=[N+]([O-])c1ccc(SCCOS(=O)(=O)c2cccc(C(F)(F)F)c2)c2nonc12	46

# Other records
SMILES	RMI-FANCM inh
CC(=O)N1N=C(c2cccs2)CC1c1cc([N+](=O)[O-])ccc1O (stereo unspecified)	59
NS(=O)(=O)c1cc(C(=O)O)c(NCc2ccco2)cc1Cl	64&91&66
CS(=O)(=NC(=O)c1ccc(-c2ccccn2)s1)c1ccc(Cl)cc1 (stereo unspecified)	53
COc1ccc(-c2nc(-c3ccc(C)cc3)no2)cc1OC	48
O=C1/C(=C\c2ccccc2)SC(=S)N1c1cccc(Br)c1	56
OC(CCN1CCCCC1)(c1ccccc1)c1ccccc1	56&50
Cc1ccc(OS(=O)(=O)c2ccc(Cl)cc2)c(Br)c1	54
O=C(CCCSc1ccc(F)cc1)Nc1ccc(-c2nc3ccccc3[nH]2)cc1	71
CCCCN(C)S(=O)(=O)c1ccc(C(=O)Nc2cc(C)nn2C)cc1	67
CC1(C)CO[C@@H](CC(=O)O)CN1	59
CCOC(=O)c1c[nH]c2c(Cl)cc(Cl)cc2c1=O	59
Cc1nnc(C2CCCN(S(=O)(=O)c3c(C)n[nH]c3C)C2)s1 (stereo unspecified)	60
CN1C2CCC1CC(NC(=O)CSc1nnc(N)s1)C2 (stereo unspecified)	55
O=C(O)c1ccc2c(c1)ncn2C1CCCCC1	58
COc1ccc(C2CC(=O)C3=C(C2)Nc2nnnn2C3c2ccc(OC)c(OC)c2)cc1 (stereo unspecified)	53
O=[N+]([O-])c1cc(C(F)(F)F)ccc1Oc1ccc(-c2nnco2)cc1	57
COc1ccc2nc(-c3ccc(NC(=O)c4c(F)cccc4Cl)cc3)cn2n1	122
CCN1CCN(CC(=O)Nc2ccc(C(=O)OC)cc2)C(=O)C1=O	60
O=C(Nc1ccc(Cl)cc1[N+](=O)[O-])c1ccc(Br)cc1	66
Cc1ccc(Nc2nc(C(=O)N3CCN(S(C)(=O)=O)CC3)cs2)c(C)c1	60
CCOC(=O)C1CCCN(C(=S)Nc2ccc(OC(F)F)cc2)C1 (stereo unspecified)	58
COc1ccc(-c2cc(-c3ccccc3)nc(SCC(=O)NCc3ccco3)c2C#N)cc1	111
CC(=O)N1CCN(Cc2nc(C)cs2)CC1	61
Cc1c(OCc2ccc([N+](=O)[O-])cc2)ccc2c1OC(C)(C)C=C2	57&59
Cc1ccccc1Cn1cnc2c(cnn2CCNC(=O)CCc2ccccc2)c1=O	66
O=C(NC(=S)Nc1ccc(S(=O)(=O)Nc2nccs2)cc1)c1ccccc1[N+](=O)[O-]	54
O=C(OCCN1C(=O)c2cccc3c(N4CCOCC4)ccc(c23)C1=O)c1ccccc1Br	-59
CSc1ncc(Cl)c(C(=O)N2CCc3ccccc3C2)n1	64
O=C(NCCCn1nc(-c2ccncc2)ccc1=O)Nc1ccc(F)cc1F	68
Cc1c(C)c2c(c(C)c1O)CC[C@@](C)(CCC[C@H](C)CCC[C@H](C)CCCC(C)C)O2	62
CN(C)c1ccc(CCNC(=O)C(=O)NC2CCCC2)cc1	70
O=C(Cc1csc(Nc2cccc(C(F)(F)F)c2)n1)NCc1cccs1	62
O=C(Nc1nc(-c2ccc([N+](=O)[O-])cc2)cs1)c1cccc(C(F)(F)F)c1	54
Cc1ccc(NC(=O)Cc2csc(NC(=O)c3ccc(=O)[nH]c3)n2)cc1F	62
CC(C)Cn1c(NN)nc2ccccc21	56
O=C(NCCn1ncc2c(=O)n(Cc3cccc(C(F)(F)F)c3)cnc21)c1cccs1	68
Cc1nn(-c2ccccc2)nc1CNC(=O)c1cccs1	54
CCSc1ncc(Cl)c(C(N)=O)n1	68
COc1ccc(-c2nc(S(=O)(=O)c3ccccc3)c(SC)o2)cc1	102
O=C(NCc1ccncc1)C(=O)NCC1OCCCN1S(=O)(=O)c1ccc(F)cc1 (stereo unspecified)	59
Cc1ccc(C(=O)N2CCOC(c3ccccc3)C2)cc1C (stereo unspecified)	74
N#CCCN(CCc1ccccn1)S(=O)(=O)c1ccc2c(c1)CCO2	53
CCn1c(=NC(=O)c2ccccc2)sc2cc3c(cc21)OCO3	59
CS(=O)(=O)c1ccc(CC(=O)Nc2nnc(Cc3cccs3)o2)cc1	68
O=C(CSc1nccc(-c2ccc3c(c2)OCO3)n1)c1ccc2c(c1)OCO2	84
COc1cccc2sc(Nc3nnc(-c4ccccc4Cl)o3)nc12	57
NC(=O)N/N=C\c1ccc(OCC(O)Cn2c3ccccc3c3ccccc32)cc1 (stereo unspecified)	62
CS/C(NC(=O)c1ccccc1)=C1\CCCCC1=O	63
COc1cc(NC(=O)Cn2cnc3c(-c4ccc(Cl)cc4)csc3c2=O)cc(OC)c1	82
C[C@@H]1O[C@@H](OC[C@H]2O[C@@H](Oc3c(-c4ccc(O)c(O)c4)oc4cc(O)cc(O)c4c3=O)[C@H](O)[C@@H](O)[C@@H]2O)[C@H](O)[C@H](O)[C@H]1O	-46
Cn1nccc1C(=O)Nc1nnc(-c2ccc(F)cc2)o1	66
COc1ccc(/C=C2/N=C(C)OC2=O)cc1	46
COc1cc(C=Nc2ccc(C)c(C)c2)cc(OC)c1OC	55
O=C(c1ccccc1)N1CCc2ccc(NS(=O)(=O)c3cccs3)cc2C1	66
CCOC(=O)c1sc(NC(=O)CSc2nnc(CSc3nc(C)cc(C)n3)o2)nc1C	57
COc1cc(OC)cc(C(=O)Nc2c(C)cccc2C(C)C)c1	66

# (further entries)
SMILES	RMI-FANCM inh
CC(C)C(=O)N1N=C(c2ccc(NS(=O)(=O)c3ccccc3)cc2)CC1c1ccco1 (stereo unspecified)	67
O=C(CN1CCN(Cc2ccccc2)CC1)Nc1ccccc1Oc1ccccc1	59
COc1ccc(CC(=O)NCCNC(=O)c2ccc(NC(C)=O)cc2)cc1	68
Cc1nn(C2CCS(=O)(=O)C2)c2nc(-c3ccco3)cc(C(=O)N3CCN(C)CC3)c12 (stereo unspecified)	65
COC(=O)c1ccc(NC(=O)CSc2nnc(-c3cccs3)o2)cc1	72
CCOc1ccc(-c2cc3c(=O)n(CC(N)=O)ncn3n2)cc1	64
O=C(CCn1c(=O)oc2ccccc21)NCCC(c1ccccc1)c1ccccc1	85
CC(C)(C)c1ccc(NC(=O)CSc2nnc3ccc4ccccc4n23)cc1	114
FC(F)(F)c1cc(/C=C/c2noc(CN3CCCC3)n2)cc(C(F)(F)F)c1	54
COc1ccccc1C(=O)NCCn1ncc2c(=O)n(Cc3ccccc3F)cnc21	67
O=C(O)C/C=C(\NC(=O)OCc1ccccc1)C(=O)OCc1ccccc1	59
Cc1oc(-c2ccc(Cl)cc2)cc1C(=O)N1CCc2[nH]c3ccc(F)cc3c2C1	50
COc1cc2cc(CCN3C(=O)c4ccccc4C3=O)c(Cl)nc2cc1OC	66
Fc1cc(F)cc(CSc2ccccc2NC(=S)NC2CC3C=CC2C3)c1 (stereo unspecified)	61
C=CCn1c(SCC(=O)c2[nH]c(C)c(C(=O)OC)c2C)nc2scc(-c3ccco3)c2c1=O	106
COc1c(C)c2c(c(O)c1C/C=C(\C)CCC(=O)O)C(=O)OC2	57&63
N#Cc1c(-c2ccccc2)c(-c2ccccc2)n[nH]c1=O	56
Cc1ccc(C23CC4CC(CC(C(=O)NCC(=O)O)(C4)C2)C3)cc1	58
O=C(NCc1ccccn1)C1CCCN(c2ccc(-c3ccco3)nn2)C1 (stereo unspecified)	60
Cc1ccc(C)c(NC(=O)C(=O)NCCCN(C)C)c1	56
